Screening data from PubChem BioAssay.
COUP-TFII inh: blocks human COUP-TFII nuclear receptor | 370,000 compounds, 0.7% hits | AID 686940 | HEK293T NGFI-A luciferase reporter, luminescence | inhibition, % at 8.6 µM;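 active means inhibition above a per-plate cutoff, mean inhibition of test wells between control levels plus 3 SD, cut at about 38% in these data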;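 further: cells cotransfected with COUP-TFII expression vector driving the NGFI-A reporter; 0% = median of COUP-TF2 test wells and 100% = reporter-only cells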
Target sequence (P24468 whole entry, looked up): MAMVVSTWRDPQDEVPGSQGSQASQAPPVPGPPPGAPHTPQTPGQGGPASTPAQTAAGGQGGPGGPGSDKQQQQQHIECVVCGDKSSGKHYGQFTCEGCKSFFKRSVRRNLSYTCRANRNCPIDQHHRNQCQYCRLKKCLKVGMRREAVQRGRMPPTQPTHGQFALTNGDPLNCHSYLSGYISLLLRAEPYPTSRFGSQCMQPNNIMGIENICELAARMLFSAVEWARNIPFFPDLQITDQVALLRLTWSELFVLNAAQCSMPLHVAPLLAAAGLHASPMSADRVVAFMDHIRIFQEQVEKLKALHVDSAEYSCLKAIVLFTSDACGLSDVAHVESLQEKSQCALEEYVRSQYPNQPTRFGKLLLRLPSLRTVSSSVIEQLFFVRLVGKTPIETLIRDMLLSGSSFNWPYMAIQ
NR5A2 inv ag: suppresses constitutive activity of human LRH-1. HEK293T StAR-luciferase reporter, LRH-1 transfected, 24 h. inhibition, % at 3.6 µM. 360,000 compounds, 0.13% hits. AID 602396;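 active means inhibition above the mean inhibition of all tested compounds plus 3 SD, cut at about 73% in these data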;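 further: 0% = DMSO wells and 100% = reporter-only cells lacking LRH-1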
Target sequence (O00482 whole entry, looked up): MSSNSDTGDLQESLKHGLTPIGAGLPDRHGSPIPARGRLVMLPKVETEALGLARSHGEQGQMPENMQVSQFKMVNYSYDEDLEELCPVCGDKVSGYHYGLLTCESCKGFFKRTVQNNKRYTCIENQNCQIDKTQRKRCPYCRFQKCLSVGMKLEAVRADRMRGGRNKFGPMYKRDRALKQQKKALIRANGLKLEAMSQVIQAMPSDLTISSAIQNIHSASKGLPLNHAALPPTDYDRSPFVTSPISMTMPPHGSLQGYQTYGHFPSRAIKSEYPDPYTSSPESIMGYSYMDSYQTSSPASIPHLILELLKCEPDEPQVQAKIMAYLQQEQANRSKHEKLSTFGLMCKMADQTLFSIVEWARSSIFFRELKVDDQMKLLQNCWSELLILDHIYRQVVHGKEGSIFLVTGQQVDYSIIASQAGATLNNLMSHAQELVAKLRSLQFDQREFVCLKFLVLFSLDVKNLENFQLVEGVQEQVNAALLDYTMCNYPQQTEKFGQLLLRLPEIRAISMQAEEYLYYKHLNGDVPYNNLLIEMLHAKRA
MC4R ag barr: human MC4R agonism via beta-arrestin. AID 540308. P32245. 360,000 compounds, 0.98% hits. U2OS MC4R beta-arrestin complementation, luminescence; percent of melanotan II response, DMSO zero. activation, % at 8.9 µM;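 active means activation above a per-plate cutoff, the mean activation of sample wells on that plate plus 3 SD, cut at about 8% in these data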
NCOA3 inh: inhibitors of human steroid receptor coactivator 3 (SRC3); Q9Y6Q9; HEK293 GAL4-SRC3 luciferase reporter, luminescence; inhibition, % at 3.6 µM; 360,000 compounds, 0.17% hits;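 active means inhibition above a per-campaign cutoff, the mean of all compounds plus 3 SD, cut at about 60% in these data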;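 further: 0% = DMSO-treated cells and 100% = gossypol-treated cells at 36 µM; higher means less SRC3-driven luciferase light from the GAL4 reporter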
ABHD5-PLIN5 inh: inhibitors of human ABHD5-perilipin-5 interaction; Q00G26+Q8WTS1; Split G. princeps luciferase complementation, luminescence, 4 h; inhibition, % at 4 µM; 360,000 compounds, 0.78% hits; AID 602281;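 active means inhibition above the mean inhibition across every tested compound plus 3 SD, cut at about 22% in these data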;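 further: 0% = DMSO only wells and the 100% control is not disclosed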
TLR9-MyD88 inh: TLR9-MyD88 interaction inhibition; Q9NR96+Q99836; CHO BLA complementation TLR9-MyD88, CCF4 FRET ratio; inhibition, % at 4.98 µM; 340,000 compounds, 0.21% hits; AID 504734;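 active means inhibition above the mean over all tested compounds plus 3 SD, cut at about 21% in these data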;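 further: 0% = DMSO only wells and 100% = clavulanate BLA inhibitor control wells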
LMP1 NFkB inh: reduces LMP1-driven NF-kappaB luciferase signal. LMP1-induced NF-kappaB luciferase reporter cells, luminescence. inhibition, % at 12.5 µM. 350,000 compounds, 0.69% hits; in the data active means inhibition above about 41%;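 further: 0% = neutral control wells and 100% = reference inhibitor control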
MC4R antag cAMP: antagonists of human melanocortin 4 receptor (MC4R); MC4R-expressing cells, MTII-stimulated cAMP, LANCE TR-FRET; 360,000 compounds, 0.48% hits; inhibition, % at 6.5 µM;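 active means inhibition above its plate's cutoff, the mean of tested wells on that plate plus 3 SD, cut at about 29% in these data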;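 further: 0% = Melanotan II alone and 100% = Melanotan II plus saturating MCL0020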
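material = U2OS cells stably expressing human melanocortin 4 receptor (MC4R) | also added = Melanotan II challenge | dosing = single nominal compound dose of 6.5 µM | detection = TR-FRET with Eu-cAMP and labeled anti-cAMP, 671 nm | replication = singlicate | timing = compound 30 min, challenge 1 h, detection 1 h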
NCOA1 inh: inhibitors of human steroid receptor coactivator 1 (SRC1). Q15788. HEK293 GAL4-SRC1 luciferase reporter, luminescence. inhibition, % at 3.6 µM. 360,000 compounds, 0.12% hits;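 active means inhibition above the campaign mean plus 3 SD, with each screening campaign given its own cutoff, cut at about 60% in these data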;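 further: 0% = DMSO treated cells and 100% = gossypol at 36 µM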
NOD2 RIPK2 PPI: NOD2-RIPK2 protein interaction inhibition | 360,000 compounds, 0.38% hits | O43353 | AID 624267 | CHO BLA complementation NOD2-RIPK2, CCF4 ratio | inhibition, % at 4.98 µM; in the data active means inhibition above about 21%;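 further: 0% = vehicle only and 100% = reference blocker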
NCOA2 inhibitor: human SRC2 (NCOA2) inhibition; HEK293 GAL4-SRC2 luciferase reporter, luminescence; inhibition, % at 9 µM; 370,000 compounds, 0.17% hits; AID 651957;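 active means inhibition above the mean inhibition of all tested compounds plus 3 SD, set per campaign, cut at about 52% in these data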;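 further: 0% = DMSO treated cells and 100% = cells given Gossypol at 36 µM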
* = called active by the depositor; . = not tested or not shown. A portion of the library; count on the stated rates, not on these rows.

SMILES	COUP-TFII inh	NR5A2 inv ag	MC4R ag barr	NCOA3 inh	ABHD5-PLIN5 inh	TLR9-MyD88 inh	LMP1 NFkB inh	MC4R antag cAMP	NCOA1 inh	NOD2 RIPK2 PPI	NCOA2 inhibitor
O=C(COc1ccc([N+](=O)[O-])cc1)Nc1ccc(N2CCCC2)cc1	2	6	0.3	1	1	7	1	9	-13	-10	-20
CCCCC1(C(=O)OC)NC(c2ccc(O)cc2)C2C(=O)N(c3ccccc3)C(=O)C21 (configuration not stated)	0	-6	-0.5	-12	-6	-2	-3	0	-1	12	11
COc1ccc(NC(=O)CSc2nnc(-c3cnccn3)n2C)cc1OC	13	10	-2.2	-3	7	6	0	-1	15	4	-4
CN1CCN(C(=O)c2ccc(Cl)c(S(=O)(=O)N3CCCCC3)c2)CC1	-3	9	1.0	10	3	-8	-4	5	7	-9	-7
CCOc1c2c(nc3ccc(Cl)cc13)CCC2	-1	-6	0.6	-13	-3	12	0	-2	10	3	-12
COc1ccc(CNC(=O)COC(=O)c2ccco2)cc1	3	16	-3.1	7	5	-4	-5	-2	-4	4	-18
CCOC(=O)[C@]12CCCC=C1N(Cc1ccc(Cl)cc1Cl)C(=O)[C@H](CC(=O)N1CCN(C(=O)C3CC3)CC1)C2	9	-6	.	.	-4	.	.	.	.	0	-2
CC(C)NC(=O)c1onc(CSc2cccc(Cl)c2)c1C(=O)O	6	-13	-0.8	11	9	0	-10	2	-23	-4	-18
Cc1ccc(OCC(=O)N2CCc3ccccc3C2)c(Br)c1	11	-30	-0.6	-27	-2	9	-21	-7	-16	6	-24
COC(=O)c1sc2nc(C)cc(C)c2c1N	-7	-22	0.0	-13	-4	18	3	8	-4	4	-37

An excerpt from above with just NOD2 RIPK2 PPI, COUP-TFII inh and MC4R antag cAMP:
Structure | NOD2 RIPK2 PPI | COUP-TFII inh | MC4R antag cAMP
COc1ccc(NC(=O)CSc2nnc(-c3cnccn3)n2C)cc1OC | 4 | 13 | -1
CC(C)NC(=O)c1onc(CSc2cccc(Cl)c2)c1C(=O)O | -4 | 6 | 2

Going on with the list.
SMILES	COUP-TFII inh	NR5A2 inv ag	MC4R ag barr	NCOA3 inh	ABHD5-PLIN5 inh	TLR9-MyD88 inh	LMP1 NFkB inh	MC4R antag cAMP	NCOA1 inh	NOD2 RIPK2 PPI	NCOA2 inhibitor
CC(=O)c1ccc(OCC(=O)OC(C)C(=O)NC2CCCCC2)cc1 (configuration not stated)	14	12	1.3	4	3	0	3	0	-8	-4	16
CCc1cc2c(cc3c(=O)n(CC(=O)N4CCN(c5ccccn5)CC4)nc(CC)n32)s1	-13	-18	-0.6	-1	-1	-3	11	15	2	-15	9
COc1ccc(C(=O)CSc2nc(C)cc(C)n2)cc1C	14	-14	-0.1	5	1	-1	1	-1	8	-2	-16
CCOC(=O)N1CCN(C(=O)c2oc(=O)c3ccccc3c2-c2ccc(C)cc2)CC1	-16	-17	0.1	13	-1	-1	8	8	0	-2	-7
c1ccc(-n2c(-c3cccs3)nc3nc4ccccc4nc32)cc1	11	-8	-1.0	11	2	-3	-3	6	0	1	-32
CC1CCCCN1C(=O)CCc1nnc(Cc2c[nH]c3ccccc23)o1 (configuration not stated)	-2	-19	-3.8	-4	3	6	5	5	3	-8	-4
CCOC(=O)C1=CN(Cc2cccc(Br)c2)S(=O)(=O)N(C)C1C (configuration not stated)	18	-15	-0.2	14	-2	-2	-6	8	2	18	15
O=C(NCc1ccc2c(c1)OCO2)c1cc(-c2ccc(Cl)cc2Cl)on1	-14	-6	0.5	8	1	-8	-2	7	-22	-7	5
Cc1cc(C(=O)NCc2ccccc2)c(=O)[nH]c1C	1	7	-2.0	9	-3	0	3	4	-3	-11	-23
Cc1ccc(-n2c(SCC(=O)NCCN3C(=O)CSC3=O)nnc2-c2ccccc2)cc1	11	15	2.1	22	8	-6	-8	-3	2	-11	-19
CCC(C)n1c(SCC(=O)NC(=O)Nc2ccc3c(c2)OCCO3)nc2ccccc2c1=O (configuration not stated)	-4	-27	2.5	19	6	3	-3	25	4	-8	-20
COc1ccc(-n2cnnc2)cc1	-2	-4	0.4	4	-1	-1	6	26	13	-7	-12
N#Cc1ccc(OCC(=O)Nc2ccc3[nH]c(=O)[nH]c3c2)cc1	8	22	-1.0	-20	6	-10	0	9	-1	5	-18
O=C1Nc2ccc(Cl)cc2C(C#CC2CC2)(C(F)(F)F)O1 (configuration not stated)	-24	-15	5.1	-2	-9	-1	-2	26	-2	4	-5
Cc1ccc(NC(C(N)=O)c2c(C)[nH]c(=O)[nH]c2=O)cc1 (configuration not stated)	-1	-5	-0.9	12	-3	10	-7	11	5	13	-9
COc1ccc(NC(=O)CCCC2CCCCC2)c(OC)c1	-2	-12	-1.2	-12	-5	14	-17	-2	-5	5	-37
COc1cc2c(cc1OC)C(C)N(C(=O)c1ccc(C)o1)CC2 (configuration not stated)	0	3	-0.4	12	2	-2	3	15	15	10	-9
Cc1nc2ccccc2c(=O)n1/N=C/c1c(O)ccc2ccccc12	-4	4	-4.4	19	-5	7	-2	-2	-5	-28	1
CCOC(=O)N1CCN(c2ccc(C(C)=O)cc2F)CC1C (configuration not stated)	12	-4	-1.6	-12	3	-3	1	9	7	0	5
C[C@@H]1CN([C@H](C)CO)C(=O)CCCn2cc(nn2)CO[C@H]1CN(C)C(=O)c1cc(-c2ccccc2)on1	11	13	-1.5	-2	7	-6	0	3	12	-5	-7
CN(CCOc1ccccc1Cl)Cc1ccccc1	-15	-2	-0.8	-13	10	-1	-4	9	-2	6	3
COc1cc(C(F)(F)F)c(C(=O)N(C)c2ccc(Cl)cc2)cn1	-3	7	4.0	10	8	7	-6	-2	1	-6	3
COc1cc(OC)cc(C(=O)N2CCCC(c3nc(-c4ccc(C)o4)no3)C2)c1 (configuration not stated)	4	-12	0.2	4	-2	-2	4	-6	-12	-9	24
O=C(Nc1cccc(S(=O)(=O)N2CCOCC2)c1)c1c2c(nc3ccccc13)CCC2	1	-1	-1.2	12	0	5	-5	11	-9	1	8
Cc1ccc(C(=O)COC(=O)c2cnccn2)cc1[N+](=O)[O-]	-1	2	-0.6	15	6	-4	2	4	-13	-13	12
O=C(CC1Nc2cccc3cccc(c23)NC1=O)Nc1ccc(F)cc1 (configuration not stated)	1	4	-1.1	22	2	-6	-9	-1	-13	-6	-13
CCOc1ccccc1-n1c(SCC(=O)N(C(C)C)C(C)C)nnc1-c1cccnc1	-10	17	0.0	18	3	-6	-8	1	-23	-3	2
C[C@@H]1CN([C@@H](C)CO)C(=O)CCCn2nncc2CO[C@@H]1CN(C)C(=O)c1ccc(N2CCN(C)CC2)cc1	2	1	-0.4	-2	2	-10	0	3	2	-6	-7
COc1ccc(OC(=O)Nc2ccc([N+](=O)[O-])cc2OC)cc1	-10	-10	2.2	-15	0	-9	-10	9	-9	-6	-5
COc1cccc(NC(=O)CSc2nccn(-c3ccc4c(c3)OCCO4)c2=O)c1	-5	9	-0.9	-5	-16	10	-11	1	-23	-4	-12
CCCCCCCCN1C(=O)[C@H](CC(=O)NCCCC)C[C@@]2(C(=O)OCC)CCCC=C12	9	20	.	.	9	.	.	.	.	4	38
COc1ccc(CC(=O)Nc2ccc(-c3noc(-c4cc(OC)c(OC)c(OC)c4)n3)cc2)cc1	17	23	4.9	-3	-2	6	16	-4	6	-9	-17
C=CCNC(=O)CCNS(=O)(=O)c1ccc(Br)cc1	-14	17	-1.0	3	-4	4	-7	5	8	1	2
COc1ccc(S(=O)(=O)N2CCOCC2)cc1NC(=O)COC(=O)C1CCC1	7	-20	-0.2	-18	-10	-6	-3	4	-7	-10	-3
CC(C)(C)NC(=O)CN(C(=O)CNS(=O)(=O)c1ccc(Cl)cc1)c1ccc2c(c1)OCCO2	12	3	0.1	3	-2	-1	-3	1	-18	2	-10
Cc1ccnc(NC2(C(F)(F)F)N=C(c3ccccc3)NC2=O)c1 (configuration not stated)	-11	3	-2.4	16	2	-4	-2	0	-10	-9	0
Cc1ccc(NC(=O)c2nc[nH]c2C(=O)NC2CCN(C(=O)OC(C)(C)C)CC2)cc1	0	3	-0.2	8	2	-1	2	7	3	-2	8
NC(=O)c1nsc(C(=O)N(c2ccccc2)C(C(=O)NCc2ccc(F)cc2)c2ccc(O)cc2)c1N (configuration not stated)	6	17	-0.1	15	-5	3	5	-3	3	-4	1
COc1cc(CNCC2CCCO2)ccc1OCC(N)=O (configuration not stated)	1	3	-0.3	10	1	-12	-1	-5	4	0	12
O=C(NC1CC1)c1scc2c1OCCO2	6	-1	-3.2	10	6	-6	-7	2	11	-11	19
CCCOc1ccc(CC2CCC(=O)NC2=O)cc1 (configuration not stated)	12	-4	1.8	-6	2	-2	0	28	9	-6	-14
COC(=O)c1ccc(-c2nc3ccccc3[nH]2)cc1	-59	-154	-0.9	-57	0	-40	13	-10	-81	-1	-66
Cc1cc(C)nc(N/C(=N\S(=O)(=O)Cc2ccccc2)Nc2ccc(F)c(Cl)c2)n1	5	-2	1.5	9	1	-6	6	19	-5	-1	-9
COc1ccc(NC(=O)N(C)C[C@H]2Oc3ccc(NS(=O)(=O)c4cccs4)cc3C(=O)N([C@@H](C)CO)C[C@@H]2C)cc1	1	-12	-1.7	-12	3	-3	-9	10	-4	-3	-26
CC(C)(CNC(=O)c1ccc(-c2cccc(C(F)(F)F)c2)o1)N1CCOCC1	-6	-4	-1.8	-36	2	-7	-1	14	25	-7	-27
Cc1cc(C)c2c(=O)cc(C(=O)NCc3ccccc3)oc2c1	-15	-7	2.2	8	-5	-6	4	-20	14	1	-16
Cn1ccc2c(N(c3ccccc3)C3CCCCC3)cc3c(c21)C1CCC3O1 (configuration not stated)	-20	16	.	11	4	.	.	.	13	-13	-21
Cc1ccccc1NC(=O)CSc1nnc(C2CC2)n1CC1CCCO1 (configuration not stated)	-12	15	-0.4	0	4	8	0	2	10	-11	-35
Cc1csc(NC(=O)CN2C(=O)COc3ccc(Cl)cc32)n1	13	-8	-1.7	-2	-10	2	-7	7	-20	-5	5
CCOc1ccc(CN(C)Cc2cc(=O)oc3cc(C)c(Cl)cc23)cc1	5	8	-0.2	-11	6	-2	-7	1	-12	0	21
CC(C)C1CC(CCNCc2ccc(N(C)C)cc2)(c2ccccc2)CCO1 (configuration not stated)	8	-22	4.0	15	-8	-3	5	8	1	3	13
COc1cccc(CN2C(=NC(=O)C3CC3)SC3CS(=O)(=O)CC32)c1 (configuration not stated)	7	25	-0.7	6	2	5	-5	1	-7	1	-5
CCC(Sc1nc2ccncc2[nH]1)C(=O)Nc1ccc(C)c(Cl)c1 (configuration not stated)	-5	-7	-0.5	14	-3	-8	-5	6	-29	7	-23
